Source: PubChem BioAssay
HePTP inhibitor: blocks human HePTP tyrosine phosphatase; P35236; recombinant HePTP phosphatase activity, OD absorbance; inhibition, % at 20 µM; actives 0.64% (n = 110,000); in the data active means inhibition above about 50%;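 further: plate controls were vehicle for no effect and reference inhibitor for full effect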
Target sequence (P35236 whole entry, looked up): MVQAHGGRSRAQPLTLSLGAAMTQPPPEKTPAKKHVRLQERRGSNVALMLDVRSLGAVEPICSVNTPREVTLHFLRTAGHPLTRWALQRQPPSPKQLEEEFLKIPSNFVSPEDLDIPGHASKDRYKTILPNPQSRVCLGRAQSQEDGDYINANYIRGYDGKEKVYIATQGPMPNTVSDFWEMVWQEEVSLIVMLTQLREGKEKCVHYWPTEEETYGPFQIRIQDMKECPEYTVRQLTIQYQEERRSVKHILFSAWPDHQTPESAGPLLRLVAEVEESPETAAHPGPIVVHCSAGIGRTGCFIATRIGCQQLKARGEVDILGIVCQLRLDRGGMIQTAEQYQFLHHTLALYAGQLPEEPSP
BAP1 inh: blocks human BAP1 ubiquitin-AMC hydrolysis | Q92560 | recombinant BAP1, Ub-AMC hydrolysis fluorescence kinetic; active compounds read low | activity remaining (% of control), % at 20 µM | actives 0.48% (n = 72,000) | AID 436;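 active means activity remaining at or below 50% of control, provided the compound also passes the data quality filters; inactive means the rest, including low values that fail the filters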;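 further: 100% = DMSO wells rate and 0% = substrate alone blank rate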
Target sequence (Q92560 whole entry, looked up): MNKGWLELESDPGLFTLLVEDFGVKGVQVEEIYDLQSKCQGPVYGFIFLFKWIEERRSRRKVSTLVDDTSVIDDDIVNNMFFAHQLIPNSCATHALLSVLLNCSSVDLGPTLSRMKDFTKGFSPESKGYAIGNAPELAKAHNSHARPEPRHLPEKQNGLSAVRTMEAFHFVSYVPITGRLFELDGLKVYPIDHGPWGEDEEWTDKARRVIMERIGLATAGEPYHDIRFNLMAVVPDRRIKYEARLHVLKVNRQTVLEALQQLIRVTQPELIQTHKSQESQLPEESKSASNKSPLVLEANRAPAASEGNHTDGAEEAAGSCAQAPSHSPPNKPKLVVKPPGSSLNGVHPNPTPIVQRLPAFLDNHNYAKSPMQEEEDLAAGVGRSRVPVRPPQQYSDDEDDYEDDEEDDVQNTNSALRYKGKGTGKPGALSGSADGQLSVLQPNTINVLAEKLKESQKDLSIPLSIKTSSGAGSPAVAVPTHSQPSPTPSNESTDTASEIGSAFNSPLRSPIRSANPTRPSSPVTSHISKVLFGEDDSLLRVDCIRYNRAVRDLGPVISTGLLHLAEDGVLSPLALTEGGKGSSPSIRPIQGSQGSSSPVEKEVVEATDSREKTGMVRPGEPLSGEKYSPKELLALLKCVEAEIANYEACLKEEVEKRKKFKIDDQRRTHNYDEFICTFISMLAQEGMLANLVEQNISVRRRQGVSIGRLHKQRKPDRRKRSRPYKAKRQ
* = called active by the depositor; nt = no result given; & = joins results of further samples.

SMILES	HePTP inhibitor	BAP1 inh
COc1ccc(CCNC(=O)CSc2nnc(CNc3ccc(Cl)cc3)o2)cc1OC	10	96
CC1(C)Oc2ccc(NC(=O)C3COc4ccccc4O3)cc2O1 (stereo not drawn)	-8	98
NC(=O)c1ccccc1N=Cc1cc([N+](=O)[O-])ccc1Cl	-1	nt
O=C(C1CCCO1)N1CCN(C(c2ccccc2)c2ccccc2)CC1 (stereo not drawn)	1&-7	86
COc1cccc(N2C(=O)C(=O)/C(=C(\O)c3ccccc3)C2c2ccccc2OC)c1 (stereo not drawn)	-4	nt
CCOc1ccc(C2NC(=S)NC(C)=C2C(=O)OC)cc1 (stereo not drawn)	nt	119
CCOC(=O)N1CCN(C(=O)CN(c2ccc(Oc3ccccc3)cc2)S(C)(=O)=O)CC1	3	nt
CN1C(=O)OC2(C)CCc3ccccc3C12C (stereo not drawn)	4	99
CCOC(=O)c1csc(Nc2nc3ccc(F)cc3s2)n1	5	119
Cc1ccccc1OCC(=O)N(Cc1nc(-c2ccccc2)no1)C(C)C	2	56
COCCNC(=O)c1ccc(CS(=O)(=O)c2ccc(OC)cc2)o1	11	100
Cc1ccc(Cl)cc1NC(=O)CN(c1cccc(Cl)c1)S(C)(=O)=O	7	nt
O=C1NCN(c2ccccc2)C12CCN(c1nnnn1-c1ccccc1)CC2	1	114
COc1ccc(NC(=O)COc2ccccc2C(C)C)c(OC)c1	10	103
O=C1C2C3C=CC(C2C(=O)N1Cc1ccc(F)cc1)C1C(=O)N(Cc2ccc(F)cc2)C(=O)C31 (stereo not drawn)	-21	nt
COC(=O)c1ccccc1NC(=O)c1c(O)c2c([nH]c1=O)CCCC2	0	nt
Clc1ccccc1CN1CCc2sccc2C1	6	107&151
O=C(c1ccc(Cl)cc1)N1CCN(c2ccc([N+](=O)[O-])c(Sc3cccc4cccnc34)c2)CC1	9	nt
Cc1cc2c(cc1C)NC(c1ccc(Cl)c(F)c1)C1=C(CC(C)(C)CC1=O)N2 (stereo not drawn)	-2	nt
Cc1cc2oc(=O)cc(COC(=O)Cn3cnnn3)c2cc1C(C)C	12	51
CCS(=O)(=O)N1CCN(C2CCC(c3ccccc3)CC2)CC1 (stereo not drawn)	3	118
CCOc1ccc(C(=O)Nc2ccc(-c3cc4ccccc4oc3=O)c(C)c2)cc1Cl	-3	nt
COc1cc(C)c(-c2cc(C(=O)O)c(C)o2)cc1C(C)C	0	nt
Cc1cccc(-n2c(Cc3cc(=O)[nH]c(=O)[nH]3)nnc2SC(C)C)c1	3	97
CCOc1cc(/C=N/NC(=O)c2cccs2)ccc1OCc1ccc([N+](=O)[O-])cc1	-1	nt
Next structures.
SMILES	HePTP inhibitor	BAP1 inh
CCOC(=O)c1c(NC(=O)/C=C/c2ccc(OC)cc2)sc(C)c1C	10	nt
O=C1C=C(c2cccc([N+](=O)[O-])c2)C(=O)N1c1ccc(Cl)cc1	-4	nt
O=C(CSCc1ccco1)Nc1cc(C(F)(F)F)ccc1N1CCOCC1	-5	nt
COc1cccc(C(C(=O)NC(C)(C)C)N(C(=O)CCC(=O)Nc2cc(C)on2)C(C)C)c1OC (stereo not drawn)	-7	90
Cc1ccc(C2CC(=O)c3cnc(N4CC(C)CC(C)C4)nc3C2)cc1 (stereo not drawn)	-2	81
CC1=C(C(=O)OCc2ccccc2)C(c2ccncc2)C2=C(CC(C)(C)CC2=O)N1 (stereo not drawn)	nt	146
CCCOC(=O)C1=C(C)NC2=C(C(=O)CC(C)(C)C2)C1c1cccnc1 (stereo not drawn)	nt	66
O=C(CN1C(=O)/C(=C/c2ccccc2Cl)SC1=S)Nc1nccs1	2	nt
Cc1ccc(S(=O)(=O)Nc2ccccc2F)cc1C(=O)NCCCN1CCCC1=O	6	97
Cc1occc1-c1nc(-c2cccnc2)no1	-8	nt
COc1cc(C2CC(=O)NC(SCC(N)=O)=C2C#N)cc(Br)c1O (stereo not drawn)	7	nt
C(/C=C/c1ccccc1)=NN1CCN(Cc2ccccc2)CC1	4	nt
COc1ccc(Cl)cc1C(=O)Nn1c(C)nc2ccccc2c1=O	-13	86
Cc1cc(C)c2nc(N3CCCN(C(=O)c4ccco4)CC3)c(C#N)cc2c1	8	83
OCCc1ccc(-c2ccc(Cl)cc2)o1	6&4	74
COc1ccc(S(=O)(=O)Cc2ccc(C(=O)NCc3ccccn3)o2)cc1	-12	100
CC1CCN(C(=O)CSc2nc3c(cnn3-c3ccccc3)c(=O)[nH]2)CC1	-248	118
O=C1C2C3C=CC(C3)C2C(=O)N1c1ccc(Cl)cc1[N+](=O)[O-] (stereo not drawn)	12	nt
COc1ccc(OCC(=O)NS(=O)(=O)c2ccccc2)cc1	5	nt
Cc1onc(-c2ccccc2Cl)c1C(=O)NCCCN1CCOCC1	0	87
Cc1nc(NC(=O)c2ccccc2[N+](=O)[O-])sc1C(C)(C)C	nt	103
Cc1occc1C(=O)Nc1ccc(S(=O)(=O)N2CCN(C)CC2)cc1	18	89
CCOC(=O)c1cnn(-c2cc(C)nc3c(-c4ccccc4)cnn23)c1N	8	94
CC(=O)C1=C(O)C(=O)N(CCN(C)C)C1c1ccc(O)cc1 (stereo not drawn)	-19	nt
CC(C)CC1(C)NC(=O)NC1=O (stereo not drawn)	5	105
More records
SMILES	HePTP inhibitor	BAP1 inh
COc1cc(NS(=O)(=O)c2cc(C)ccc2OC)c(OC)cc1Cl	-4	164
O=C(Nc1ccc(Cl)c(F)c1)c1cnn2c1NC(c1ccc(Br)cc1)CC2C(F)(F)F (stereo not drawn)	3	nt
O=C(O)CCCC(=O)NCCCc1ccccc1	-6	91
Nc1nc(-c2ccc(C3CCCCC3)cc2)cs1	5	nt
COc1cccc(-c2csc(/C(C#N)=C/c3ccc(C)o3)n2)c1	-4	nt
COc1ccc(S(=O)(=O)Nc2ccccc2OC)cc1C	5	88
COc1ccccc1C/C(N)=N/OC(=O)/C=C/c1ccccc1	4	nt
Cc1cc2oc(C(=O)Nc3c(C)n(C)n(-c4ccccc4)c3=O)c(C)c2cc1C	nt	160
Cc1cc(C)c(C#N)c(SCC(=O)c2cccs2)n1	-3	103
COc1ccc(C2C(C(=O)N3CCN(c4ccc(OC)cc4)CC3)c3ccccc3C(=O)N2C)cc1 (stereo not drawn)	3	nt
O=C(NC(=S)Nc1sc2c(c1C(=O)O)CCC2)c1ccccc1	3	nt
CCOC(=O)/C(=N/O)C1=NC(C)(C)Cc2cc(C)c(C)cc21	-1	nt
C/C(=N\NC(=O)c1ccc2c(c1)OCO2)c1ccc(NC(=O)CCCC(=O)O)cc1	4	nt
CC(=O)c1c(C)nn(C(C)CC(=O)O)c1C (stereo not drawn)	-2	129
O=C(COc1ccc([N+](=O)[O-])cc1)Nc1cc(Cl)cc(Cl)c1	9	nt
O=C(CC1CCCCC1)NC1CCCCC1	0	nt
CCOc1ccc2[nH]cc(C(=O)O)c(=O)c2c1	-12	93
O=C(COC(=O)c1ccc([N+](=O)[O-])o1)c1ccc(Br)cc1	nt	94
O=[N+]([O-])c1ccc(C=Nc2ccc(Br)cn2)o1	-4	nt
CC#CCCCC(=O)Nc1cc(OC)nc(OC)n1	-2	96
O=C1SC(c2ccccc2)=N/C1=C/c1ccco1	6	nt
O=C(c1ccc(F)cc1F)N(Cc1ccccn1)Cc1ccco1	2	98
O=C(CC1SC(=O)NC1=O)Nc1cccc(O)c1 (stereo not drawn)	7	nt
CS/C(N)=N\N=C\c1cc([N+](=O)[O-])ccc1O	-18	nt
CCOc1cc(-c2c(C)c(C)nc(N)c2C#N)ccc1O	1	103
(listing goes on)
SMILES	HePTP inhibitor	BAP1 inh
O=C(CN(C1CCCCC1)S(=O)(=O)c1ccc(Cl)cc1)NCc1cccnc1	-8	95
COc1ccc(OC)c(NC(=S)Nc2ccc(F)cc2)c1	-10	nt
CC(C)(C)c1cc2c(c(C(C)(C)C)c1)OC(c1ccco1)N2 (stereo not drawn)	-12	nt
CC(=O)Oc1cccc(N2C(=O)c3ccc(-c4nc5ccccc5c(=O)o4)cc3C2=O)c1	-16	nt
Oc1ccc(Br)cc1CN1CCN(CC2CC3C=CC2C3)CC1 (stereo not drawn)	18	nt
Cc1ccc(-c2cc(C(F)(F)F)n3nc(C(=O)NCc4cccs4)cc3n2)cc1	-6	nt
Cc1cc(N2CCOCC2)nc2ccc(NC(=O)CCC(=O)N3CCC(C)CC3)cc12	18	61
Cc1cc(NC(=O)Cc2ccccc2)no1	1	110
CCOC(=O)c1c(N)sn(-c2ccccc2C)c1=S	-5	98
O=C(CN1C(=O)CSC1=O)Nc1ccc(N2CCOCC2)cc1	-4	99
O=S(=O)(c1cccs1)N1CCN(c2ccccn2)CC1	-5	98
CCOC(=O)CS(=O)(=O)c1nc(-c2ccc(F)cc2)cc(C(F)(F)F)n1	7	81
Cc1ccc(S(=O)(=O)NC(C)(C)CSc2nnc(N)s2)cc1	4	84
Cn1c(-c2cccc(Br)c2)cnc1NCc1cccnc1	5	103
O=C(Nc1cccc(F)c1)c1ccc(S(=O)(=O)N2CCCC2)cc1	4	94
CCCc1cc(C(=O)NCCc2ccccc2)no1	6	99
CC1C(=O)CC(c2ccc(Cl)cc2)NC1c1ccc(Cl)cc1 (stereo not drawn)	4	nt
CCc1cccc(C)c1NC(=O)C(CC(C)C)N1C(=O)c2ccccc2C1=O (stereo not drawn)	-10	nt
COc1ccc(NC(=O)Cn2cccc2)cc1Cl	7	72
O=C1C(=O)N(Cc2ccc(Cl)c(Cl)c2)c2ccccc21	-3	nt
COc1ccc(N2CCN(C(=O)c3ccc(C)cc3Cl)CC2)cc1	3	91
Cc1ccc(C)c(N2CCN(C(=O)C3CCN(c4nnc(N5CCCC5=O)s4)CC3)CC2)c1	4	82
COC(=O)C(C(=O)N1CCN(C)CC1)C1CCCCCC1 (stereo not drawn)	4	58
Cc1cccc(-n2c(O)c(C3=c4ccccc4=NC3=O)sc2=O)c1	3	nt
Cc1ccc(N2C(=O)CC(Cc3ccc(Cl)cc3)C2=O)cc1C (stereo not drawn)	10	nt
Next compounds follow:
SMILES	HePTP inhibitor	BAP1 inh
CC(C)(C)NCC(=O)Nc1ccc(S(N)(=O)=O)cc1	6	nt
c1ccc2c(c1)N1CCN=C1N2CCN1CCOCC1	3	nt
CCOC(=O)C1=C(C)NC2=C(C(=O)c3ccccc32)C1c1ccccc1[N+](=O)[O-] (stereo not drawn)	3	nt
CCc1c(C(=O)Nc2ncn(Cc3cccc(C)c3)n2)csc1C	8	93
Cn1ccnc1SCC(=O)N1c2ccccc2-c2c(ssc2=S)C1(C)C	-8	nt
COc1ccc(C(=O)N2CCN(Cc3ccc(C)cc3)CC2)cc1OC	-12	nt
Cc1c(C(=O)Nc2cccc(C(F)(F)F)c2)cccc1[N+](=O)[O-]	5	90
O=C(/C=C/c1ccco1)NCc1ccc(Cl)cc1	10	nt
Cc1ccccc1C(=O)Nc1ccc(S(=O)(=O)N2CCN(C)CC2)cc1	4	144
O=C(Nc1cccc(-c2nc3cc(Cl)ccc3o2)c1)c1ccc2c(c1)OCCO2	0	nt
COc1ccccc1/C=N/N=C1/NC(=O)C(CC(=O)Nc2cccc(C)c2C)S1 (stereo not drawn)	-5	nt
COc1cc(C(=O)N/C(=C/c2ccc(Br)cc2)C(=O)NC(C(=O)O)C(C)C)cc(OC)c1OC (stereo not drawn)	4	nt
Cc1cc(NC(=O)CSc2nc(C(C)C)nc3c2c(=O)n(C)c(=O)n3C)no1	-1	90
Nc1nc2n(n1)C(c1ccc(Cl)cc1)CC(c1ccc(F)cc1)N2 (stereo not drawn)	6	102
Cc1c(C(=O)Nc2ccc(OC(F)(F)F)cc2)cccc1[N+](=O)[O-]	1	nt
CC(C)(C)C1(C)OC(O)(C(Cl)Cl)CC1=O (stereo not drawn)	1	nt
COc1ccc(C2C(C#N)=C(N)Oc3[nH]c(=O)[nH]c(=O)c32)c(OC)c1 (stereo not drawn)	-4	nt
COc1ccc(S(=O)(=O)Cc2ccc(C(=O)NCc3cccnc3)o2)cc1	5	90
COC(=O)CN(c1ccc(Cl)cc1Cl)S(=O)(=O)c1ccccc1	-3	nt
O=C(c1cc2nc(-c3ccccc3)cc(C(F)(F)F)n2n1)N1CCCC1	9	93
O=C(COc1ccccc1)N1CCN(C(=O)c2ccc(F)cc2)CC1	10	nt
Oc1ccc(-c2nnc(-c3ccc(O)cc3)nn2)cc1	5	75
Cc1cccc(-c2nc3cc(NC(=O)COc4ccc([N+](=O)[O-])cc4)ccc3o2)c1	7	nt
COc1ccccc1CNC(=O)C(=O)Nc1cc(C)ccc1C	-4	nt
O=C(CSc1ncccn1)c1ccccc1Br	-29	94
CCOC(=O)c1ccc(NC(=O)CCc2ccc(C)o2)cc1	6	100

In the list so far, 14 contain a nitro group on carbon.
SMILES	HePTP inhibitor	BAP1 inh
NC(=O)c1ccccc1N=Cc1cc([N+](=O)[O-])ccc1Cl	-1	nt
O=C(c1ccc(Cl)cc1)N1CCN(c2ccc([N+](=O)[O-])c(Sc3cccc4cccnc34)c2)CC1	9	nt
CCOc1cc(/C=N/NC(=O)c2cccs2)ccc1OCc1ccc([N+](=O)[O-])cc1	-1	nt
O=C1C=C(c2cccc([N+](=O)[O-])c2)C(=O)N1c1ccc(Cl)cc1	-4	nt
O=C1C2C3C=CC(C3)C2C(=O)N1c1ccc(Cl)cc1[N+](=O)[O-] (stereo not drawn)	12	nt
Cc1nc(NC(=O)c2ccccc2[N+](=O)[O-])sc1C(C)(C)C	nt	103
O=C(COc1ccc([N+](=O)[O-])cc1)Nc1cc(Cl)cc(Cl)c1	9	nt
O=C(COC(=O)c1ccc([N+](=O)[O-])o1)c1ccc(Br)cc1	nt	94
O=[N+]([O-])c1ccc(C=Nc2ccc(Br)cn2)o1	-4	nt
CS/C(N)=N\N=C\c1cc([N+](=O)[O-])ccc1O	-18	nt
CCOC(=O)C1=C(C)NC2=C(C(=O)c3ccccc32)C1c1ccccc1[N+](=O)[O-] (stereo not drawn)	3	nt
Cc1c(C(=O)Nc2cccc(C(F)(F)F)c2)cccc1[N+](=O)[O-]	5	90
Cc1c(C(=O)Nc2ccc(OC(F)(F)F)cc2)cccc1[N+](=O)[O-]	1	nt
Cc1cccc(-c2nc3cc(NC(=O)COc4ccc([N+](=O)[O-])cc4)ccc3o2)c1	7	nt

Rows are unselected; about 0.7% have a hit in one of these screens.
